PPC-1+TRAIL kill = PPC-1 cancer cell killing with TRAIL present; PPC-1 cells + TRAIL, ATPLite viability luminescence; cell killing (% activity), % at 4 µM; hit rate 0.41% among 220,000;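 active = cell killing above 50% in the first pass at 4 µM, then a duplicate retest at 5 µM averaging 50% or more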;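 also: plate controls were cells with TRAIL plus DMSO for no effect and medium-only wells lacking cells for full effect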
BaF3 parental = parental Ba/F3 viability inhibition as JAK2V617F counter-screen; CellTiter-Glo ATP luminescence; inhibition, % at 5.6 µM; hit rate 1.1% among 220,000;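 active = inhibition above a per-campaign cutoff, the mean inhibition of all tested compounds plus 3 SD, cut at about 27% in these data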;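 also: 0% = DMSO wells and 100% = JAK Inhibitor I control wells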
CHOP inh = blocks CHOP induction under ER stress; inhibition, % at 10 µM; hit rate 3.8% among 220,000; CHO-K1 CHOP-promoter luciferase, tunicamycin-induced, 15-18 h; AID 2732;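 active = compounds that reduced the stress-induced luciferase reporter signal by more than about 70% of percent inhibition, limit read from the data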;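 also: 0% = tunicamycin plus vehicle and 100% = wells without tunicamycin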
TNF death inh = inhibitors of TNF-alpha induced necroptosis in Jurkat FADD-/- cells | Jurkat FADD-/- TNF necroptosis rescue, ATP luminescence, 24 h; 0 = TNF only, 100 = no-TNF cells | activation (protection from cell death), % at 10 µM | hit rate 0.068% among 220,000 | AID 463075;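 active = activation, meaning protection from cell death, of at least 50% relative to plate controls; inactive = activation below 50%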;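 also: necroptosis triggered by 40 ng/mL TNF-alpha added together with compound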
TRPML3 agonist = agonists of human TRPML3 channel. HEK293 TRPML3-YFP, Fluo-8 calcium fluorescence; 100% = the carbachol control signal. Q8TDD5. activation, % at 3 µM. hit rate 0.29% among 220,000. AID 1448;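 active = activation above its plate's cutoff, the mean activation of the plate's test wells plus 3 SD, cut at about 12% in these data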;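 also: 0% = DMSO only wells and 100% = carbachol wells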
Target sequence (Q8TDD5 whole entry, looked up): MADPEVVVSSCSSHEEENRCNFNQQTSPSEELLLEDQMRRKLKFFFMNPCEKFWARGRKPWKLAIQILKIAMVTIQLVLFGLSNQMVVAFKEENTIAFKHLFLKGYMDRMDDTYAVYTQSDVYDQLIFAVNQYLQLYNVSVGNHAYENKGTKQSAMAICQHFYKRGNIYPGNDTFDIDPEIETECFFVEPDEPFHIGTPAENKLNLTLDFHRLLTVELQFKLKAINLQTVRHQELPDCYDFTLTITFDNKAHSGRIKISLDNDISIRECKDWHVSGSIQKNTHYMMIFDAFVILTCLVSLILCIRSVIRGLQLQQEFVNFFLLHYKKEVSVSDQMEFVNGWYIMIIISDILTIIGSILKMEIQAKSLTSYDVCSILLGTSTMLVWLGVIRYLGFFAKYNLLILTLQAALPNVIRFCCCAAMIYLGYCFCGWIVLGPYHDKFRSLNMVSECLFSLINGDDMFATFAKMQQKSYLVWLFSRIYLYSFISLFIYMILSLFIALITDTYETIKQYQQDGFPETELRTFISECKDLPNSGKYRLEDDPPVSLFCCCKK
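Material: HEK293 cells stably carrying human TRPML3-YFP; compound dosing: single dose, 3 µM final nominal compound, 0.3% DMSO final; incubation: 1-h 37 °C dye load, 5-s basal, 120-s post-compound reads; technique: Fluo-8 intracellular calcium fluorescence, excitation 470-495 nm, emission 515-575 nm; read-out basis: percent activation from peak-to-basal fluorescence ratio, scaled between DMSO and carbachol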
Wee1 degr inh = blocks degradation of human Wee1 kinase; P30291; HeLa Luc-Wee1K328M stability, luciferase luminescence; 100% = proteasome inhibitor MG132 effect; reporter increase, % at 5 µM; hit rate 1.2% among 220,000; AID 1321;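 active = activation above the mean of all tested compounds plus 3 SD, set per screening run, cut at about 8.8% in these data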;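 also: cells exposed to compound for 20 h before luminescence read; 0% = DMSO alone and 100% = MG132 at 30 µM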
zfTRPN1 agonist = activates the zebrafish TRPN1 channel | activation, % at 3 µM | hit rate 0.18% among 220,000 | HEK293 zebrafish TRPN1-YFP, Fluo-8 calcium fluorescence; 100% = response to 87 µM carbachol | AID 1424;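 active = activation above its plate's cutoff, the mean activation of test wells on that plate plus 3 SD, cut at about 19% in these data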;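 also: 0% = DMSO alone and 100% = 87 µM carbachol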
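Assay system: Zebrafish TRPN1-YFP in HEK293 cells | Incubation: Dye loading 1 h at 37 °C, then 30 min room temperature | Measured by: Kinetic Fluo-8 fluorescence, ex 470-495, em 515-575 nm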
RBBP9 inh = human RBBP9 hydrolase inhibition; O75884; recombinant RBBP9, FP-Rh probe fluorescence polarization; inhibition, % at 7.94 µM; hit rate 0.2% among 220,000;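 active = inhibition above the campaign mean of all tested compounds plus 3 SD, cut at about 14% in these data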;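 also: plate controls were DMSO wells with RBBP9 for no effect and wells lacking RBBP9 protein for full effect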
Target sequence (O75884 whole entry, looked up): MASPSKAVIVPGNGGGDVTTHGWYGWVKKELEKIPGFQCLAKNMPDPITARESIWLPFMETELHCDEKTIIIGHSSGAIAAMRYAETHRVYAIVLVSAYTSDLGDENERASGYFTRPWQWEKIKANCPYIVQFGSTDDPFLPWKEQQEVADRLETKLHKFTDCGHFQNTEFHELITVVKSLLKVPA
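Test system: recombinant human RBBP9; Timing: 30 min then 45 min, 25 °C; Detection: fluorescence polarization; Control set: RBBP9 with DMSO as uninhibited control, no-protein wells as full inhibition; Compound dosing: one concentration, 7.94 µM nominal, 0.794% DMSO; Probe or stimulus: FP-Rh activity-based probe, 375 nM before mixing.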
Ba/F3 V617F tox = reduce viability of Ba/F3 cells dependent on JAK2V617F | inhibition, % at 5.6 µM | Ba/F3 EpoR-JAK2V617F viability, ATP luminescence | hit rate 1.1% among 220,000;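 active = inhibition above the campaign mean plus 3 SD over all tested compounds, cut at about 24% in these data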;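 also: cytokine-independent growth of Ba/F3 cells driven by EpoR plus mutant JAK2; 0% = DMSO-treated cells and 100% = JAK inhibitor I control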
The depositor's hits bear a star; / = not tested or not shown.

SMILES,RBBP9 inh,BaF3 parental,PPC-1+TRAIL kill,TRPML3 agonist,Wee1 degr inh,TNF death inh,zfTRPN1 agonist,CHOP inh,Ba/F3 V617F tox
C/C(=N/NC(=O)c1ccc(Br)o1)c1cccc(NC(=O)c2ccc(C)o2)c1,5,3,3,0.3,-3,1.7,0.3,-23,-4
Cc1cc(/C=C2/SC(=O)N(CC(=O)OC(C)C)C2=O)c(C)n1C,4,4,44,0.8,1,2.2,-0.3,14,-1
COc1ccc(OC)c(NC(=O)Cc2coc3ccc4ccccc4c23)c1,-4,4,26,-1.0,5,2.9,-1.8,55,-3
Cc1nn(Cc2ccc(Cl)cc2Cl)c(C)c1NC(=O)c1nn(C)cc1Cl,-6,3,-7,-0.1,-2,-0.9,1.2,30,-3
COc1ccc(N2CC(C(=O)NC3=NCCS3)CC2=O)cc1 (stereo not given),-9,3,/,0.4,1,0.5,0.3,4,2
Cn1c(=O)[nH]c(Nc2ccc(F)cc2)c([N+](=O)[O-])c1=O,-5,-4,0,0.0,-2,1.7,-1.5,19,-3
COc1ccccc1C(=O)NCCNC(=O)c1ccco1,0,3,12,0.1,-2,-1.0,2.6,4,2
Cc1cc2ccccc2c(=O)n1CC(=O)Nc1ccc2c(c1)OCO2,-12,1,8,0.0,-2,0.4,0.4,23,3
O=C(/C=C/c1cc([N+](=O)[O-])ccc1OC(F)F)Nc1ccc(OC(F)F)cc1,-2,8,6,0.0,1,-0.7,-0.6,-21,1
Cc1cc(C)c2[nH]c(O)c(N=NC3=NC(=O)CS3)c2c1,5,-4,18,-0.5,2,3.6,0.1,5,-4
O=C(CSc1nc(-c2ccco2)cc(C(F)(F)F)n1)N1CCc2ccccc2C1,3,1,2,-0.1,-1,-1.8,-1.2,54,-1
COc1cc(C(=O)OCC(=O)NC(=O)c2cccn2C)ccc1OC(F)F,-4,11,9,1.1,-1,-0.2,4.1,1,3
Cc1cccc(NC(=O)CC2CCC2)c1,3,5,4,1.3,-1,6.3,-1.3,-9,1
COc1ccc(Cn2nnnc2C(C(C)C)N2CCc3ccccc32)cc1 (stereo not given),1,4,15,-0.9,-1,-3.7,-0.6,40,3
COc1cc2c3nnc(-c4ccc(F)cc4)c-3cn(Cc3ccc(F)cc3)c2cc1OC,-10,9,11,-0.7,0,-14,0.5,18,0
O=C(CN1CCN(c2ccc(Cl)cc2)CC1)Nc1cccc(F)c1,-9,2,17,0.8,0,2.4,1.0,28,0
CC(/C=C1\SC(=O)N(CCCC(=O)O)C1=O)=C\c1ccccc1,-3,3,23,0.1,-1,-2.0,0.6,101*,3
CC(C)(CO)NC(=O)Nc1ccc(Cl)c(Cl)c1,3,1,5,1.7,-3,2.3,3.8,13,-5
O=C(CCC1COc2ccccc2O1)Nc1ccccn1 (stereo not given),-5,5,-1,0.6,4,-1.4,-0.4,1,2
Cc1cc2c(cc1C)NC(CC(=O)NCc1ccccc1)C(=O)N2 (stereo not given),-5,6,25,0.5,0,-0.2,0.7,-5,0

Brought forward from above: two compounds, then new ones.
SMILES,RBBP9 inh,BaF3 parental,PPC-1+TRAIL kill,TRPML3 agonist,Wee1 degr inh,TNF death inh,zfTRPN1 agonist,CHOP inh,Ba/F3 V617F tox
O=C(CCC1COc2ccccc2O1)Nc1ccccn1 (stereo not given),-5,5,-1,0.6,4,-1.4,-0.4,1,2
Cc1cc2c(cc1C)NC(CC(=O)NCc1ccccc1)C(=O)N2 (stereo not given),-5,6,25,0.5,0,-0.2,0.7,-5,0
O=C(N[C@@H](Cc1ccccc1)C(=O)NC1CCCCC1)c1ccco1,-4,2,-3,0.1,2,2.5,-0.6,-29,-4
CCOC(=O)CSc1nnc(CNC(=O)c2ccc(OC)cc2OC)n1-c1ccc(OC)cc1,9,4,4,-1.1,1,0.2,-0.9,13,-6
COc1ccccc1-c1nnc(SCC(=O)c2ccc(C3CCCCC3)cc2)n1Cc1ccco1,-9,6,7,0.0,-1,-4.4,1.9,24,-1
O=C(NNc1nc(-c2ccc(Cl)cc2)cs1)c1ccco1,-15,7,26,0.1,0,-0.9,-0.1,8,2
O=C(NC1CCCC1)C(c1ccccc1)N(Cc1ccco1)C(=O)Cc1cccs1 (stereo not given),-3,5,7,-1.4,4,-1.2,4.3,20,0
CCOC(=O)N1N=C(c2ccccc2)CC1(O)C(C)(F)F (stereo not given),-2,5,13,0.3,1,0.3,-0.1,14,-1
O=C(COc1ccccc1)NCc1n[nH]c(=S)n1-c1ccccc1,-4,7,6,1.4,-4,-0.4,0.7,-3,0
CC(C)(C)NC(=O)C(=O)NNC(=O)c1cccc(Br)c1,-9,2,20,0.6,-1,1.8,0.8,5,-3
O=C(O)c1oc2ccccc2c1CSCc1ccccc1,-1,-1,7,0.3,-3,0.7,-1.0,-21,-5
O=C(Nc1ccc2c(c1)OCO2)N1CCN(c2ncccn2)CC1,0,7,13,0.0,0,-1.0,0.4,-42,2
CCC(C)NCCOCCOc1ccc(Br)cc1 (stereo not given),-6,4,13,1.2,-2,3.3,-0.4,-2,-1
COC(=O)CSc1nc(C)cc(N2CCOCC2)n1,-3,6,14,1.2,0,-0.8,1.0,12,0
Cc1ccc(C(=O)NCC(=O)OCC(=O)c2ccc3c(c2)NC(=O)CO3)cc1,-5,6,-13,-0.3,1,-0.4,0.7,4,-1
CC(=O)c1c(Nc2cccc(F)c2)oc(C)cc1=O,-8,3,3,0.8,-2,-0.9,1.7,1,3
Cc1c(/C=N\NC(=O)c2csc3ccccc23)cnn1C,2,1,6,-0.7,0,-12,1.5,-34,-3
O=S(=O)(c1ccc2c(c1)oc1ccccc12)N1CCOCC1,-1,3,-7,0.5,0,0.1,-1.5,-5,-4
CCCc1cc(=O)[nH]c(SCC(=O)c2ccc(S(=O)(=O)N3CCCC3)cc2)n1,-7,5,7,0.6,-4,-3.3,2.5,2,1
Nc1c(C(O)(C(F)(F)F)C(F)(F)F)cc(C(O)(C(F)(F)F)C(F)(F)F)c2ccccc12,-11,8,10,1.0,-1,-2.1,5.9,95*,3
FC(F)(F)c1cnc2c(-c3ccccc3)n[nH]c2c1,-9,2,12,1.3,1,3.6,2.3,31,-2
CCOC(=O)c1cn(Cc2cccc(Cl)c2)c2cc(C)nn2c1=O,1,2,-27,0.7,0,-1.2,0.8,9,-2

2 records picked at random from those above:
SMILES,RBBP9 inh,BaF3 parental,PPC-1+TRAIL kill,TRPML3 agonist,Wee1 degr inh,TNF death inh,zfTRPN1 agonist,CHOP inh,Ba/F3 V617F tox
COc1cc2c3nnc(-c4ccc(F)cc4)c-3cn(Cc3ccc(F)cc3)c2cc1OC,-10,9,11,-0.7,0,-14,0.5,18,0
Nc1c(C(O)(C(F)(F)F)C(F)(F)F)cc(C(O)(C(F)(F)F)C(F)(F)F)c2ccccc12,-11,8,10,1.0,-1,-2.1,5.9,95*,3

The listing continues.
SMILES,RBBP9 inh,BaF3 parental,PPC-1+TRAIL kill,TRPML3 agonist,Wee1 degr inh,TNF death inh,zfTRPN1 agonist,CHOP inh,Ba/F3 V617F tox
NC(=O)c1cccc(C(N)=O)n1,2,2,-21,0.7,3,-0.2,1.1,21,0
COc1ccc(C(CNC(=O)c2ccc3c(c2)C(=O)N(CCC(C)C)C3=O)N2CCOCC2)cc1 (stereo not given),-4,-1,10,-0.1,-1,-2.4,-0.2,35,-3
Cc1nc(Nc2ccccc2)sc1C(=O)Nc1ccccc1,-1,-3,6,-0.2,-1,7.3,0.3,1,-4
Cc1ccccc1NC(=O)CC1S/C(=N/c2nccs2)N(C)C1=O (stereo not given),-5,7,-14,0.5,2,0.9,-2.3,26,-2
Fc1ccc(-c2cc(-c3ccccc3)nc(-n3cccn3)n2)cc1,-2,4,-19,-0.6,1,-5.0,-2.6,59,-3
CCc1nnc(NC(=O)Cc2ccc(OC)cc2)s1,-1,3,15,-0.1,5,2.1,-0.6,36,-2
NC(=O)c1cc2cc(Cl)ccc2oc1=Nc1cccc(C(F)(F)F)c1,2,7,-4,0.7,1,0.1,1.0,59,0
CCC(C)(C)N1CC(=O)N(Cc2ccccc2)C(c2ccc(OC)cc2)C1=O (stereo not given),-8,6,-24,-0.3,1,0.1,-0.3,54,1
CCOc1cc(CO)c(Br)cc1OCC(=O)O,-8,2,-2,0.9,-4,0.8,-0.3,6,0
CC(C)(C)c1ccc(/C=C/C(=O)NC2=NCCS2)cc1,0,0,34,2.5,1,-0.8,4.1,82*,-1
O=C(CSc1cccc[n+]1[O-])NCCCc1ccccc1,-3,4,19,0.4,1,-0.6,0.8,21,1
Cc1ccc(NC(=S)N2CCC(O)CC2)c(C)c1,8,2,14,1.3,1,0.8,-0.6,-1,-3
Cc1ccc(C)c(OCc2nnc(SCC(=O)NCc3ccc4c(c3)OCO4)o2)c1,-6,5,-14,0.1,-1,0.0,-2.0,4,2
CC(C)NC(NC(=O)Cc1ccccc1)C(Cl)(Cl)Cl (stereo not given),-3,2,1,0.2,-3,-1.6,-0.9,22,1
COc1ccc(-n2c(=O)[nH]cc(C(=O)Nc3ccc4c(c3)OCCO4)c2=O)cc1,-6,0,26,1.0,0,-0.5,1.1,32,2
COc1cccc(NC(=O)C(NC2CCCC2)c2ccccc2)c1 (stereo not given),-6,3,-1,-0.6,2,1.2,-0.9,82*,-2
CCN1CCN(C(=O)Nc2ccc(OC)cc2OC)CC1,-10,1,19,0.6,5,-0.4,-0.5,-13,1
CSc1ccccc1NC(=O)N1CCCC(C(=O)c2ccc3c(c2)OCO3)C1 (stereo not given),-9,6,7,-0.5,3,-0.4,-1.1,17,2
O=C(O)Cc1coc(-c2ccc(F)cc2)n1,-13,0,-22,-0.2,-2,-0.3,0.1,24,5
NS(=O)(=O)c1ccc(N=Nc2c[nH]c(=O)c(O)c2)cc1,-9,4,8,1.0,5,-11,-0.6,5,2
Cc1nnc(NC(=O)C2CCN(c3cnccn3)CC2)s1,-5,4,4,0.6,3,-2.6,0.1,2,4

Of the compounds above, two contain a tert-butyl group.
SMILES,RBBP9 inh,BaF3 parental,PPC-1+TRAIL kill,TRPML3 agonist,Wee1 degr inh,TNF death inh,zfTRPN1 agonist,CHOP inh,Ba/F3 V617F tox
CC(C)(C)NC(=O)C(=O)NNC(=O)c1cccc(Br)c1,-9,2,20,0.6,-1,1.8,0.8,5,-3
CC(C)(C)c1ccc(/C=C/C(=O)NC2=NCCS2)cc1,0,0,34,2.5,1,-0.8,4.1,82*,-1

Source: PubChem
